p53 reactivation: qHTS assay for re-activators of p53 using a Luc reporter | H1299 p53-A138V BP100-luciferase reporter, luminescence, 24 h | Potency, µM (titrated, usually from 92.2 µM), for the others: at the top dose activity change, positive = activation, hits mostly activators | hit rate 0.063% among 320,000 | AID 504706, 2011; note: % of control where 0% means no effect; nearly all actives have a fitted effect of over 45% in size
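p53-null H1299 cells stably carrying temperature-sensitive p53-A138V and a BP100-luciferase reporter were pinned with compounds (4-point, 1:5 series) and held 24 hrs at 37 deg C. Luminescence was read 10 min after detection reagent.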
NPC1 prom act: qHTS Assay for NPC1 Promoter Activators; Huh7 NPC1 promoter luciferase reporter, 24 h; Potency, µM (series often up to 9.22 µM), for the others: top-dose activation, most hits filed as activators; hit rate 2.4% among 320,000; AID 485313, 2010;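 note: % of control where 0% means no effect; nearly all actives have a fitted effect of over 60% in size; reporter is driven by a mutant NPC1 promoter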
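Luminescence from an NPC1 promoter-driven luciferase reporter in stably transfected Huh7 cells was measured after 24 h compound treatment at 37 °C, followed by 10 min ambient incubation with luciferase detection reagent.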
MBNL1 CUG block: qHTS Assay for Inhibitors of MBNL1-poly(CUG) RNA binding; Potency, µM (titrated, usually from 57.5 µM), for inactives: at the top dose activity change, negative = inhibition, hits mostly inhibitors; AID 2675, 2010; Muscleblind-like protein 1 (Homo sapiens), Q9NR56; hit rate 0.036% among 280,000; TR-FRET MBNL1-His/biotin-(CUG)12 binding, 665/545 ratio; active = well fitted inhibition curve with a large enough effect in the signal ratio, with a control signal flat, not every such curve was filed as active; inconclusive = small, poorly fitted or top-dose-only effect, or effect the other way, or a change in a side signal; inactive = no such curve, though single readings can be large or run the other way; the % refers to the signal ratio; note: % is set by controls: 0 for no effect and ±100 for the full control effect
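MBNL1-His + Biotin-(CUG)12, cpd titration 92 nM–58 uM; Tb anti-His Ab 0.055 ng/ul, SA-XL665 5 nM (final); 60 min RT; ratiometric 665/545 nm, Ex 340 nm; normalized to buffer and full-complex controls.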
RORg inh: qHTS for inhibitors of ROR gamma transcriptional activity. Drosophila S2 Gal4-RORgamma UAS-luciferase reporter, 20 h. Potency, µM (series often up to 53.6 µM), for the others: top-dose activity change, negative = inhibition, hits mostly inhibitors. Nuclear receptor ROR-gamma (Mus musculus), P51450. AID 2551, 2010. hit rate 5.4% among 310,000; note: % is set by controls: 0 for no effect and ±100 for the full control effect; nearly all actives have a fitted effect of over 60% in size
Target sequence (P51450 whole entry, looked up, the tested form may be a part): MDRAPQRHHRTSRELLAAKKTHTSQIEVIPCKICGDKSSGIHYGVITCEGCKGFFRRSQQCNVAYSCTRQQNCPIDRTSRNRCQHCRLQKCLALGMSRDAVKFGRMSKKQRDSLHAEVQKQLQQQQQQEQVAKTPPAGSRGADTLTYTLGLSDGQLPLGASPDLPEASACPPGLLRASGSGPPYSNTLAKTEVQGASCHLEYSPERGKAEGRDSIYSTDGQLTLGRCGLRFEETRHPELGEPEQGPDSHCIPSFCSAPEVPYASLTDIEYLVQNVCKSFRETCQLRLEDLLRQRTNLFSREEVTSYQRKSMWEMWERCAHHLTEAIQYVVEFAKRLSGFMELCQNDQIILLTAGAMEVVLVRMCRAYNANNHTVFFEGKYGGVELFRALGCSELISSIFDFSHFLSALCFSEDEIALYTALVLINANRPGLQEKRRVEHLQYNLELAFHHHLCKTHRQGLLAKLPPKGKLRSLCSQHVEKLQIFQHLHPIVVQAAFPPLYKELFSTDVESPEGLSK
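Using a luciferase readout, inhibitors were identified by reduced reporter activity in Drosophila cells coexpressing a copper-inducible Gal4–ROR gamma fusion and UAS-driven Photinus luciferase, incubated 20 hr after 700 uM copper sulfate.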
uPA generation: qHTS for Inhibitors of Cell Surface uPA Generation | cell surface uPA generation assay, qHTS | hit rate 0.31% among 330,000 | Potency, µM (highest dose often 38.3 µM), for inactives: at the highest dose activity change, negative = inhibition, actives largely listed as inhibitors; active = well fitted inhibition curve with a large enough effect; inconclusive = small, poorly fitted or top-dose-only effect; inactive = no such curve, though single readings can be large or run the other way; tested in mouse RAW 264.7 cells; note: % is set by controls: 0 for no effect and ±100 for the full control effect; nearly all actives have a fitted effect of over 55% in size
FLuc modulator: qHTS profiling assay for firefly luciferase inhibitor/activator using purifed enzyme and Km concentrations of substrates (counterscreen for miR-21 project). AID 588342, 2011. Potency, µM (titrated, usually from 57.5 µM), without a hit: at the top dose activity change, negative = inhibition, hits mostly inhibitors. hit rate 6.9% among 360,000. purified FLuc, Km substrates, luminescence inhibition. Luciferin 4-monooxygenase (Photinus pyralis), P08659;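 note: plate controls were vehicle for no effect and reference inhibitor for full effect; nearly all actives have a fitted effect of over 55% in size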
Target sequence (P08659 whole entry, looked up): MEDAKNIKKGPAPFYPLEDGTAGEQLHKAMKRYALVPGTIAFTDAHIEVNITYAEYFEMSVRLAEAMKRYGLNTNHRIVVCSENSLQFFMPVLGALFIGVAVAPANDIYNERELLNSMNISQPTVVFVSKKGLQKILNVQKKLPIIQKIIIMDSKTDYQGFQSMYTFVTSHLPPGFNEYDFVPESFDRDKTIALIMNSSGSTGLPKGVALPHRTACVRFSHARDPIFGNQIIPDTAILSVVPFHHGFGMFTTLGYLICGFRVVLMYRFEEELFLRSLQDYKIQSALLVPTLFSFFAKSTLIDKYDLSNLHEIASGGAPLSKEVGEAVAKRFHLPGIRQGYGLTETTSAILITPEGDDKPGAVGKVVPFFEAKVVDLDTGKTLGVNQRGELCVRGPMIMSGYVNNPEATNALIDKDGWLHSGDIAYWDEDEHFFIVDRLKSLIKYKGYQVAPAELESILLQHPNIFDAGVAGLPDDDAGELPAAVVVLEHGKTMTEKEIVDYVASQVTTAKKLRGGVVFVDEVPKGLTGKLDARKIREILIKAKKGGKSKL
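Purified P. pyralis luciferase, 10 nM final, with Km-level 10 uM D-luciferin and 10 uM ATP in 50 mM Tris acetate pH 7.5, 10 mM Mg acetate, 0.01% Tween-20, 0.05% BSA; 6-point qHTS titration about 60 µM downward; luminescence read.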
VP16 counter: VP16 counterscreen qHTS for inhibitors of ROR gamma transcriptional activity; Drosophila S2 Gal4-VP16 UAS-luciferase, luminescence, 20 h; hit rate 3.5% among 310,000; AID 2546, 2010; Potency, µM (highest dose often 53.6 µM), for inactives: at the highest dose activity, negative = inhibition, most hits filed as inhibitors;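 note: Gal4-VP16 expression switched on by copper sulfate through the metallothionein promoter; % is set by controls: 0 for no effect and ±100 for the full control effect; nearly all actives have a fitted effect of over 50% in size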
ELG1 genotox: qHTS screen for small molecules that induce genotoxicity in human embryonic kidney (HEK293T) cells expressing luciferase-tagged ELG1; HEK293T ELG1-luciferase reporter, luminescence, 16 h; Potency, µM (highest dose often 46 µM), for inactives: at the top dose activity change, positive = activation, hits mostly activators; hit rate 1.3% among 330,000; note: % of control where 0% means no effect; nearly all actives have a fitted effect of over 60% in size
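HEK293T cells expressing luciferase-tagged ELG1 were treated with compound or DMSO for 16 hr at 37°C. Luciferase activity was then read after 30 min with ONE-Glo at room temperature; rising signal flags genetic stress.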
Rab9 promoter act: qHTS Assay for Rab9 Promoter Activators. Huh7 Rab9 promoter-luciferase reporter, luminescence, 24 h. Potency, µM (titrated, usually from 9.22 µM), for the others: at the highest dose activation, negative = inhibition, most hits filed as activators. hit rate 2.8% among 320,000; note: % of control where 0% means no effect; nearly all actives have a fitted effect of over 60% in size
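Using Huh7 cells stably transfected with Rab9 promoter–luciferase, compounds were incubated 24 h at 37 °C, 5% CO2; luciferase luminescence was read 10 min after reagent addition.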
BRCA1 expr up: qHTS Assay to Identify Small Molecule Activators of BRCA1 Expression; MCF7-BRCA1-FFLuc reporter, luminescence, 48 h; response scale: scaled: vehicle 0%, 10 µM genistein 100%; Potency, µM (titrated, usually from 46.1 µM), for inactives: top-dose activation, actives largely listed as activators; hit rate 1.1% among 380,000; note: nearly all actives have a fitted effect of over 80% in size; some results filed as inactive show a strong effect at the top dose
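Reporter cells (MCF7, BRCA1 promoter-firefly luciferase) received library compounds across a concentration series for 48 h. End-point luminescence was measured and concentration-effect curves derived after normalization.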
* = called active by the depositor; ? = inconclusive; . = not tested or not shown; & = joins results of further samples; [ ] = remark or other dose. Unless noted, calls come from the whole dose curve; as a rule, active = well fitted curve in the direction sought with a large enough effect; inconclusive = small, poorly fitted or top-dose-only effect, or another doubt; inactive = no such curve, though single readings can be large; an effect the other way counts as inactive or inconclusive. Potency is the fitted concentration of half-maximal effect.

SMILES | p53 reactivation | NPC1 prom act | MBNL1 CUG block | RORg inh | uPA generation | FLuc modulator | VP16 counter | ELG1 genotox | Rab9 promoter act | BRCA1 expr up
Cc1oc(-c2ccccc2Cl)nc1CS(=O)(=O)CC(=O)NCCc1ccccc1 | 6% | 2% | 2% | 28% | -3% | 0% | -1% | -3% | 0% | -16%
CCCc1ccc(OCc2ccc(C(=O)N3CCN(c4ccccn4)CC3)o2)c(OC)c1 | -19% | ? | -2% | -25%[0.365 µM] | -2% | ? | . | -31%[inhibitor] | ? | 23%
O=C(CSc1nc2[nH]ncc2c(=O)[nH]1)Nc1ccccc1 | -1% | -3% | 1% | 1% | 9% | -7% | 2% | -3% | -1% | 0%
N#Cc1c(-c2ccccc2F)cc(C2CC2)nc1SCC(=O)c1cccs1 | 1% | -4% | 82%[activator] | 26% | 1% | -2% | -8% | 1% | -1% | -19%
COc1ccccc1OCCn1c(=O)n(C)c2ccccc21 | 16% | -1% | -2% | 27% | 1% | ? | -8% | 8% | 3% | 10%
CN(C)C(CNC(=O)c1ccc2nccnc2c1)c1ccco1 (stereo not given) | 7% | . | . | . | 3% | . | . | 12% | . | 22%
CC(CCc1ccccc1)NC(=O)CN1CCN(Cc2ccc(Cl)cc2)C1=O (stereo not given) | 1% | 1% | 1% | ? | 11% | 7% | -16% | -14% | 4% | -22%
CCOP(=O)(c1ccccc1)C(O)c1ccc(F)cc1 (stereo not given) | 11% | 0% | 5% | -6% | -2% | 0% | -1% | 1% | -2% | 2%
Cn1c(=O)c2c(SCCN3CCOCC3)nc(C3CCCC3)nc2n(C)c1=O | 1% | -3% | 1% | -15% | 0% | 5% | -8% | 7% | 1% | -15%
O=C(c1cccs1)N1CCN(C2CCCCC2)CC1 | 7% | -6% | -2% | -17% | 1% | 1% | 1% | 0% | 0% | 5%
COc1ccc(CNCc2cccc(C)c2)cc1 | 7% | -7% | -4% | 14%[1.91 µM] | -4% | -1% | -9% | -6% | 2% | -15%
Cc1nn(CCO)c2ncc(C(=O)c3cc(Cl)ccc3O)cc12 | -2% | 0% | 1% | -29% | -1% | 0% | -2% | 0% | -3% | -59%
CC(C)Cn1c(N2CCN(C(=O)/C=C/c3ccccc3)CC2)nc2ccccc21 | 1% | -1% | -11% | -1% | 5% | -5% | -1% | -8% | -1% | -17%
COc1cccc2cc(C(=O)NCCN3CCOCC3)c(=O)oc12 | -2% | 0% | ? | -3% | 1% | -1% | -1% | 3% | 5% | -2%
CCN(CC)C(=O)CSc1nc2nc(C)cc(C)c2c(=O)[nH]1 | 0% | -4% | -28% | 2% | -1% | 0% | 1% | -3% | 2% | -3%
COc1cccc(-c2nc(CS(=O)CC(=O)NCCc3ccccc3)c(C)o2)c1 (stereo not given) | 16% | -2% | -6% | 16% | 9% | 3% | 19% | 4% | 5% | -11%
OC(CNC1Cc2ccccc2C1)COc1ccc(F)cc1 (stereo not given) | -4% | -1% | 2% | 17% | 4% | 2% | -1% | -3% | -6% | 3%
COc1ccc2c(c1OC)C(=O)N1N=C(c3ccc(Br)cc3)CC21 (stereo not given) | -26% | 3% | 24% | -13% | 0% | 24µM* | ? | 0% | 7% | -6%
CCC1=NC(c2ccc(OC)cc2OC)N(O)C1(C)C (stereo not given) | . | . | 7% | -8% | . | -2% | -6% | . | . | 3%
Cc1[nH]n(C(N)=S)c(=O)c1N=Nc1cccc(C(F)(F)F)c1 | 12% | 4µM* | -6% | 0.11µM* | 5% | 9.5µM* | 0.4µM* | 5% | 19%[1.84 µM] | ?

The last 5 entries of the section before open the next one:
SMILES | p53 reactivation | NPC1 prom act | MBNL1 CUG block | RORg inh | uPA generation | FLuc modulator | VP16 counter | ELG1 genotox | Rab9 promoter act | BRCA1 expr up
COc1cccc(-c2nc(CS(=O)CC(=O)NCCc3ccccc3)c(C)o2)c1 (stereo not given) | 16% | -2% | -6% | 16% | 9% | 3% | 19% | 4% | 5% | -11%
OC(CNC1Cc2ccccc2C1)COc1ccc(F)cc1 (stereo not given) | -4% | -1% | 2% | 17% | 4% | 2% | -1% | -3% | -6% | 3%
COc1ccc2c(c1OC)C(=O)N1N=C(c3ccc(Br)cc3)CC21 (stereo not given) | -26% | 3% | 24% | -13% | 0% | 24µM* | ? | 0% | 7% | -6%
CCC1=NC(c2ccc(OC)cc2OC)N(O)C1(C)C (stereo not given) | . | . | 7% | -8% | . | -2% | -6% | . | . | 3%
Cc1[nH]n(C(N)=S)c(=O)c1N=Nc1cccc(C(F)(F)F)c1 | 12% | 4µM* | -6% | 0.11µM* | 5% | 9.5µM* | 0.4µM* | 5% | 19%[1.84 µM] | ?
CSCC(=O)N1CCCC(N2CCN(c3ccc(F)cc3)CC2)C1 (stereo not given) | . | -36%[inhibitor] | -1% | -5% | -2% | 2% | 0% | -2% | 9% | 21%
O=C(O)CNC(=O)c1ccccc1NC(=O)c1ccco1 | 0% | -2% | 0% | 7% | 1% | -2% | 10% | -4% | 8% | -1%
CCN1CCN(c2nc3ccccc3nc2NS(=O)(=O)c2ccc(NC(C)=O)cc2)CC1 | -1% | -13% | 2% | 10% | 8% | 0% | -4% | 1% | 0% | 8%
O=C(Nc1ccc(Nc2ccccc2)cc1)Nc1ccccc1Cl | ? | ? | -1% | 1% | -13% | 11µM* | -9% | ? | ? | ?
C=CCn1c(C)nnc1SCC(=O)Nc1oc(C)c2c(C)n[nH]c(=O)c12 | 3% | 3% | . | . | -1% | -2% | . | -4% | 1% | 2%
COCCn1c(SCC(=O)c2c(-c3ccccc3)n(C)c3ccccc23)nnc1-c1ccncc1 | -22% | -1% | 5% | -4% | -4% | 1% | 0% | 0% | -10% | -25%
O=C1C2C3CCCC3=C3CCCC3C2C(=O)N1c1ccc(F)cc1 (stereo not given) | 6% | -5% | 11% | -24% | 15% | 2% | -5% | -5% | 4% | -6%&-18%
CCSc1cc(N2CCCC2)nc(-c2cccc(C)c2)n1 | 6% | 7% | ? | -3% | -1% | -1% | 5% | 1% | 1% | 6%
CCOc1cc(C(=O)Nc2ncn[nH]2)cc(OCC)c1OCC | 13% | -5% | -2% | -38% | 1% | 2% | -8% | 1% | -1% | -10%
CC1=CC2=NC(=O)/C(=C\c3cccn3CCOc3ccc(C)c(C)c3)C(=N)N2O1 | 3% | 14% | . | -44% | -7% | -1% | ? | 1% | 19% | 49%
CCCS(=O)(=O)N1CCC(C(=O)NCCN2CCC(Cc3ccccc3)CC2)CC1 | 2% | 0% | -1% | -7% | -2% | 0% | 17% | -1% | 1% | -36%
Cc1cccc(OC(=O)C2C(c3ccccc3)C(C(=O)O)C2c2ccccc2)c1 (stereo not given) | 1% | 1% | -2% | 21% | -4% | 6% | -16% | -2% | 0% | -29%
COc1ccc(C(O)(CCC(C)C)C(CN2CCOCC2)c2ccccc2)cc1 (stereo not given) | -6% | -5% | -1% | ? | -15% | 1% | -10% | -9% | -1% | -29%
CC(=O)N1CCN(CC(O)Cn2c3ccccc3c3ccccc32)CC1 (stereo not given) | -2% | -2% | -8% | -3% | 2% | 4% | -5% | -2% | 1% | -5%
Cc1ccccc1NC(=O)c1ccc(F)c(S(=O)(=O)N2CCCCC2)c1 | -2% | -1% | -1% | 35% | -3% | 4% | 14% | -7% | 2% | -15%
COc1ccc(-n2cc(CNC(C)c3ccncn3)c(-c3cccc(F)c3)n2)cc1 (stereo not given) | -4% | -1% | ? | -17% | 0% | -19% | -9% | 1% | -3% | 0%
Cc1nc(NC(=O)c2ccco2)sc1-c1csc(Nc2ccc(Cl)cc2)n1 | -2% | -2% | 120%[activator] | 24% | 4% | 11µM* | -7% | -10% | 4% | -82%
Cc1ccc(Cn2nnnc2CN2CCC(O)(c3ccc(F)cc3)CC2)cc1 | 2% | -7% | 8% | 28% | -24% | 10% | 9% | 1% | -2% | -4%
Cc1cc(C)cc(NC(=O)Cn2nnc(C(=O)NCc3ccc(F)cc3)c2N)c1 | -10% | -3% | -4% | 0% | 0% | 1% | -2% | 1%[9.26 µM] | -1% | 0%
Cc1c(C#N)c2ncn(Cc3ccccc3)c(=O)c2n1-c1ccccc1 | -2% | 9% | -16% | 21% | -2% | 2% | 13% | 4% | 1% | -7%

Screens from PubChem BioAssay.

Compounds as they come; about 13% have a hit in one of these screens.
